# Compound activity: PubChem BioAssay, several laboratories
# SIAH1 antagonists = blockers of Siah-1 interaction with plectin peptide – biochemical, fluorescence polarization, rhodamine-plectin, uHTS, primary screen (AID 1817); 290,000 tested, 0.02% active; Siah-1 / rhodamine-plectin peptide fluorescence polarization; higher % means a stronger effect; displacement, % at 20 µM; hits with a dose series show IC50 in µM;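 active = displacement of at least 50% at 20 µM, with a fluorescence ratio check between 0.3 and a set limit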;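 also: plate controls were Siah plus tracer with DMSO for no effect and tracer alone without Siah for full effect; strong numbers were not always called active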
# West Nile virus CPE = inhibition of WNV-induced cytopathic effect – cell-based, CPE readout (AID 1621); West Nile virus-infected cells, CPE inhibition; higher % means a stronger effect; one-dose CPE inhibition, % at 10 µM; IC50 in µM for titrated hits; 290,000 tested, 0.02% active; in the data active = a potency from the dose series; inconclusive = CPE inhibition mostly from about 3.7% at the one dose, without a potency; inactive = the rest, 99 in 100 with CPE inhibition below about 2.2%; also: strong numbers were not always called active
# Large T inhibition = TAg ATPase/helicase activity blockers – biochemical (AID 1903) | 310,000 tested, 0.39% active | one-dose inhibition, % at 20 µM; IC50 in µM for titrated hits | SV40 large T antigen ATPase/helicase inhibition assay; higher % means a stronger effect; in the data active = a potency from the dose series; inconclusive = inhibition mostly from about 32% at the one dose, without a potency; inactive = the rest, 99 in 100 with inhibition below about 32%; also: strong numbers were not always called active
# RSV CPE inhibition = RSV antiviral activity via CPE protection, HEp-2 cells, primary 10 µM value included (AID 2391) | HEp-2 cells, RSV-induced CPE inhibition; higher % means a stronger effect | one-dose CPE inhibition, % at 10 µM; IC50 in µM for titrated hits | 310,000 tested, 0.13% active; in the data active = a potency from the dose series; inconclusive = CPE inhibition mostly from about 23% at the one dose, without a potency; inactive = the rest, 99 in 100 with CPE inhibition below about 21%; also: strong numbers were not always called active
# AID2073 = disruptors of CaV2.2 binding to Mint1 – biochemical, HTRF (AID 2073) | HTRF protein-protein interaction, Mint1-CaV2.2; higher % means a stronger effect | 290,000 tested, 0.19% active | inhibition, % at 20 µM, or IC50 in µM where a hit was titrated; in the data active = inhibition mostly above about 51%, no sharp cut-off; inconclusive = no clear call, values can overlap the other calls; inactive = mostly below about 53%; also: some results filed as inactive read as strong as hits
# NTR1 ag = NTR1-driven beta-arrestin-GFP spot formation – imaging, U2OS cells, high content, primary screen (AID 493036). activation, % at 20 µM. agonist mode. 330,000 tested, 0.17% active. P30989;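 active = activation at or above 40% of the spot to cytoplasm intensity ratio, with at least 20 cells analyzed; inconclusive = wells under 20 cells, flagged as cytotoxic or low count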;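 also: 0% = DMSO without peptide and 100% = 100 nM NTR1 peptide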
# Target sequence (P30989 whole entry, looked up): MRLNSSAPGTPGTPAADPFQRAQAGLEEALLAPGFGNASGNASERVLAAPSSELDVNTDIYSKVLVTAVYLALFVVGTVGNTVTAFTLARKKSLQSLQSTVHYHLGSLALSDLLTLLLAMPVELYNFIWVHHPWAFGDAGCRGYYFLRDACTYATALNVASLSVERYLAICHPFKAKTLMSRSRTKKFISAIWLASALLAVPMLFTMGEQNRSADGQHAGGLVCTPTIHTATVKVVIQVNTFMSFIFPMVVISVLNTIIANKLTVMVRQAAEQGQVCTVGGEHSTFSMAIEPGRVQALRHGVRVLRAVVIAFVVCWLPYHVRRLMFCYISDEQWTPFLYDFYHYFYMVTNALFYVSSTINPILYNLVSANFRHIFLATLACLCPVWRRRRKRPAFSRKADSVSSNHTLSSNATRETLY
# MgcRacGAP inhibition = MgcRacGAP GTPase-activating activity inhibitors, confirmation, biochemical, ADP Hunter fluorescence; MgcRacGAP-stimulated Rac1 GTP hydrolysis, ADP Hunter fluorescence; higher % means a stronger effect; GST-tagged Rac1 F28L mutant substrate; one-dose inhibition, % at 30 µM; IC50 in µM for titrated hits; AID 624330; 340,000 tested, 0.6% active;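 active = first-screen hits whose inhibition reached a set limit at any dose in the follow-up dose series; inconclusive = inhibition above the set first-screen limit but never retested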;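 also: fluorescence reports GDP produced by GAP-driven GTP hydrolysis; strong numbers were not always called active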
# Dengue-2 NS5 capping = Dengue-2 NS5 methyltransferase inhibitors, primary screen, biochemical, confirmation dose response (AID 588689). Dengue-2 NS5 methyltransferase capping enzyme assay, biochemical; higher % means a stronger effect. one-dose inhibition, % at 25 µM; IC50 in µM for titrated hits. 340,000 tested, 0.3% active; in the data active = a potency from the dose series; inconclusive = inhibition above about 29% without an active follow-up result
# UTI89 phage lysis = inhibition of K1F phage lysis, E. coli UTI89, bacterial capsule biogenesis inhibitors, alamar blue (AID 488966); E. coli UTI89 K1F phage lysis, alamar blue, 2 h; higher % means a stronger effect; inhibition, % at 100 µM; hits with a dose series show IC50 in µM; 340,000 tested, 0.02% active;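 active = phage lysis inhibition, versus mean bacterial control, above a set limit; inconclusive = no clear call, values can overlap the other calls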;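 also: capsule biogenesis inhibitors block K1F phage lysis so surviving cells raise fluorescence; higher fluorescence means more inhibition of phage lysis; actives were called in the ten point dose series up to 300 µM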
# NTR1 ag cell count 20 µM = second read-out of NTR1 ag, no call of its own (marks repeat the call); cell count; measured here: cell count, cytotoxicity flag
# Dengue-2 NS5 capping pilot replicate = second read-out of Dengue-2 NS5 capping, no call of its own (marks repeat the call); inhibition, %; measured here: pilot screen replicate inhibition
# Active calls of the source: *; i = inactive; u = inconclusive; x = no result given; [ ] = another dose, or the depositor's remark. An unsorted share of the library; any-hit rate near 1.6%.
SMILES,SIAH1 antagonists,West Nile virus CPE,Large T inhibition,RSV CPE inhibition,AID2073,NTR1 ag,NTR1 ag cell count 20 µM,MgcRacGAP inhibition,Dengue-2 NS5 capping,UTI89 phage lysis,others
CC(Sc1nnc(COc2ccc(Cl)cc2)n1-c1ccccc1)C(=O)O (stereo unspecified),3%,0.0%,15%,1.4%,10%,0.4,53,11%,-7%,-0.1%,
Oc1ccccc1N=Cc1ccc[nH]1,2%,-1.6%,3%,-0.3%,-15%,-7.2,94,17%,-8%,2.5%,
CCOc1cc(OCC)cc(C(=O)O)c1,3%,0.9%,8%,-0.4%,-6%,-0.2,82,5%,-8%,0.0%,
NC1=NC(=O)C(Cc2ccc(F)cc2)S1 (stereo unspecified),-2%,-1.3%,7%,-0.5%,4%,0.7,63,-3%,-4%,0.2%,Dengue-2 NS5 capping pilot replicate=3.0
CCN(CC)c1ccc(/C=c2\sc3nc4ccccc4n3c2=O)c(O)c1,13%,-0.3%,11%,x,17%,-1.9,94,9%,3%,1.1%,
CCCCCOc1ccc2oc(=O)c3c(c2c1)CCCN3C(=O)CN1CCCC(C(=O)OCC)C1 (stereo unspecified),1%,0.0%,-4%,6.8%,u,3.2,89,7%,-12%,-0.5%,
COc1cc(C)c(C(C)C)cc1S(=O)(=O)n1ccnc1,-6%,0.7%,1%,0.6%,6%,0.8,47,11%,2%,0.2%,
COc1cc(NC(=O)CSCc2ccccc2)c(C(=O)O)cc1OC,-5%,0.2%,-4%,-0.3%,6%,-0.4,66,9%,-3%,12%,
CS(=O)(=O)c1ccc2nc(NC(=O)c3ccc(S(=O)(=O)NCC4CCCO4)cc3)sc2c1 (stereo unspecified),24%,1.9%,-1%,-0.6%,41%,-0.9,26,2%,-7%,0.5%,
C=CCn1c(SCC(=O)NC(=O)NCC(C)C)nnc1C1CCCCC1,-4%,-0.9%,18%,0.0%,-10%,-1.3,83,2%,-7%,-0.1%,
COC(=O)c1cc(-c2ccccc2)sc1NC(=O)c1cc(C)on1,14%,0.3%,1%,x,26%,x,x,x,x,x,
O=C(O)c1cccc(N2C(=O)c3ccc4c5c(ccc(c35)C2=O)C(=O)N(c2cccc(C(=O)O)c2)C4=O)c1,4%,0.5%,8%,-0.7%,5%,1.2,62,-5%,16%,0.3%,
CCOC(=O)c1ccc(NC(=O)CCNS(=O)(=O)c2ccc3c(c2)oc(=O)n3C)cc1,0%,1.3%,-4%,2.2%,34%,-1.9,61,10%,-2%,7.5%,
O=C(Nc1c2c(nc3ccccc13)CCCC2)c1ccccc1Cl,1%,-0.4%,7%,2.6%,2%,0.0,74,3%,-5%,0.2%,
CN(Cc1ccc(OC(F)F)cc1)C(=O)c1ccccc1Sc1ccccc1C#N,5%,-0.5%,27%,6.3%,-14%,4.2,53,-7%,0%,0.6%[50 µM],
O=C(COC(=O)c1ccc(-c2ccccc2)cc1)Nc1ccccc1-c1ccccc1,1%,0.5%,4%,0.3%,15%,x,x,-3%,-4%,4.8%,
Cn1c(Cc2cccc3ccccc23)nnc1SCc1ccc([N+](=O)[O-])cc1,0%,0.4%,16%,u,0%,0.6,61,9%,-11%,2.5%,
Cc1cc(OCC(=O)N(C)Cc2ccccc2)ccc1Br,4%,-1.6%,6%,21%,-2%,0.6,61,9%,-3%,0.2%,Dengue-2 NS5 capping pilot replicate=-3.0
CCCn1c(=O)c2ccccc2n2c(SCCOc3ccc(OC)cc3)nnc12,1%,-0.2%,0%,3.7%,3%,1.5,64,4%,3%,-0.8%,
CCN(CC)CCN(C(=O)/C=C/c1cccs1)c1nc2ccc(C)cc2s1,-4%,3.1%,8%,-1.0%,14%,9.6,56,4%,-3%,0.9%,

# Part of the list above in order of number of heavy atoms, low to high:
SMILES,SIAH1 antagonists,West Nile virus CPE,Large T inhibition,RSV CPE inhibition,AID2073,NTR1 ag,NTR1 ag cell count 20 µM,MgcRacGAP inhibition,Dengue-2 NS5 capping,UTI89 phage lysis,others
COC(=O)c1cc(-c2ccccc2)sc1NC(=O)c1cc(C)on1,14%,0.3%,1%,x,26%,x,x,x,x,x,
CCN(CC)CCN(C(=O)/C=C/c1cccs1)c1nc2ccc(C)cc2s1,-4%,3.1%,8%,-1.0%,14%,9.6,56,4%,-3%,0.9%,
CCCn1c(=O)c2ccccc2n2c(SCCOc3ccc(OC)cc3)nnc12,1%,-0.2%,0%,3.7%,3%,1.5,64,4%,3%,-0.8%,

# The list continues:
SMILES,SIAH1 antagonists,West Nile virus CPE,Large T inhibition,RSV CPE inhibition,AID2073,NTR1 ag,NTR1 ag cell count 20 µM,MgcRacGAP inhibition,Dengue-2 NS5 capping,UTI89 phage lysis,others
Cc1[nH]c2ccccc2c1/C=N/NC(=O)c1cccc(Br)c1,-6%,-1.1%,23%,12%,12%,4.1,80,8%,-5%,0.5%,
Cc1ccc(S(=O)(=O)NCc2nc(-c3ccccc3)no2)cc1,4%,-0.4%,7%,2.3%,u,1.6,60,7%,1%,0.7%[50 µM],
CN(C)c1ccc(/C=N/NC(=O)c2ccc(Cn3cc(Br)cn3)o2)cc1,-2%,-0.8%,8%,3.1%,24%,0.6,40,13%,-5%,0.9%[50 µM],
Cc1cccc(C(=O)N2CCC(=O)N(C(COCc3ccccc3)Cc3ccccc3)CC2)c1 (stereo unspecified),12%,-0.7%,28%,4.4%,-1%,3.8,90,7%,2%,0.9%,
Cc1c(C(=O)N2CCOCC2)c(S(=O)(=O)Nc2ccc(Br)cc2F)c(C)n1C,4%,-0.2%,3%,1.5%,8%,-0.2,71,4%,10%,0.1%,
COc1ccc(CNC(=O)c2cc(=O)c3c(C)cc(C)cc3o2)cc1,6%,-0.6%,20%,-0.5%,3%,-0.7,50,3%,-5%,0.2%,
Cc1cccn2c(=O)nc(SCC(=O)N3CCOCC3)nc12,x,x,19%,0.0%,x,-0.6,52,6%,-4%,0.6%[50 µM],
COc1ccc(NC2CCCN(C(=O)c3cccs3)C2)cc1 (stereo unspecified),16%,-0.3%,u,-2.1%,-8%,0.7,77,u,6%,0.3%,
CC(C)(C)c1cc(C(F)(F)F)nc(SCCCNC(=O)c2ccco2)n1,2%,0.4%,-5%,8.3%,-6%,0.4,64,3%,6%,-0.7%[50 µM],
CCc1ccc(N(CC(=O)NCc2ccco2)C(=O)CCC(=O)Nc2ccccn2)cc1,-1%,u,9%,0.3%,-1%,-0.7,51,5%,-6%,0.3%,
COc1ccccc1CNS(=O)(=O)c1ccc(Cl)s1,-1%,0.6%,0%,0.4%,6%,-0.2,51,2%,-4%,-1.1%,
CN(C)S(=O)(=O)c1ccc(Cl)c(C(=O)NCC2CCCCC2)c1,-1%,-0.3%,3%,3.9%,u,1.3,39,5%,-9%,-0.3%,
CCC(C)Oc1cccc(C(=O)Nc2ccccc2N2CCOCC2)c1 (stereo unspecified),0%,-0.6%,-2%,14%,0%,1.4,93,6%,-10%,0.8%,
Cc1ccc(S(=O)(=O)N(CC(=O)Nc2ccccc2)C(=O)N2CCN(C)CC2)cc1,x,x,9%,-1.2%,x,-1.3,71,2%,-2%,0.8%[50 µM],
Cc1nn(CC(=O)NCCCc2ccccc2)c(=O)c2cc3occc3n12,3%,-0.4%,7%,x,1%,-1.2,45,-10%,2%,i,
CC1=NN(Cc2ccccc2)C(=O)C1C(c1ccncc1)C(C#N)C#N (stereo unspecified),-1%,0.8%,26%,0.5%,11%,0.8,63,6%,13%,0.7%,
Cc1cc(C)cc(-n2ncc3c2CCCC3NC(=O)c2csnn2)c1 (stereo unspecified),4%,-0.9%,10%,2.5%,6%,2.3,55,6%,1%,0.1%,
O=C1CC(c2nc3ccccc3[nH]2)CN1c1cccc(C(F)(F)F)c1 (stereo unspecified),-3%,-0.2%,6%,0.3%,11%,0.4,81,9%,-4%,0.3%,
COC(c1ccccc1)c1nnc(CCC(=O)NCc2cccc(-n3cccn3)c2)o1 (stereo unspecified),-1%,0.1%,3%,1.2%,10%,0.5,83,8%,-6%,-0.1%,
C=C1N(c2cccc(Cl)c2)C(=O)OC1(C)C,-1%,0.8%,x,1.6%,0%,0.4,27,1%,-7%,-0.5%,
CCN(CC)C(=O)C1CCCN(c2ncnc3c2cnn3-c2ccc(Cl)cc2)C1 (stereo unspecified),3%,-0.2%,x,4.0%,10%,-1.0,53,0%,-6%,-0.6%,
c1cncc(-c2nn3c(Cn4cnc5ccccc54)nnc3s2)c1,-1%,0.0%,3%,16%,-49%,1.7,46,20%,-8%,0.0%[50 µM],
Cc1sc2ncnc(SCC(=O)NCC3CCCO3)c2c1C (stereo unspecified),x,x,x,1.9%,x,-0.5,92,2%,-15%,0.3%[50 µM],
CCC1CCCCN1C(=O)CSc1nnc(-c2cccs2)o1 (stereo unspecified),-1%,-0.5%,6%,3.0%,-11%,-0.2,53,9%,-12%,0.6%,
O=C(CCC(=O)N1CCCCCC1)NCc1ccc(F)cc1,3%,-0.3%,6%,1.6%,4%,-0.2,58,13%,2%,0.2%,Dengue-2 NS5 capping pilot replicate=1.2
Cc1[nH]c2ccccc2c1C(=O)CSc1ccccn1,-2%,0.5%,24%,39%,5%,0.3,45,5%,-1%,-0.2%,
O=C(COC(=O)Cc1ccccc1F)Nc1cccc(S(=O)(=O)NC2=NCCCCC2)c1,5%,0.2%,7%,1.5%,6%,0.9,55,4%,-11%,-0.6%,
COc1ccc(S(=O)(=O)Nc2ccc3c(c2)C(=O)N([C@H](C)CO)C[C@H](C)[C@@H](CN(C)C(=O)Nc2ccc4c(c2)OCO4)O3)cc1,x,x,x,x,x,-0.4,46,12%,0%,-2.0%,

# Fetched one by one from the entries so far, 3 records:
SMILES,SIAH1 antagonists,West Nile virus CPE,Large T inhibition,RSV CPE inhibition,AID2073,NTR1 ag,NTR1 ag cell count 20 µM,MgcRacGAP inhibition,Dengue-2 NS5 capping,UTI89 phage lysis,others
Cn1c(Cc2cccc3ccccc23)nnc1SCc1ccc([N+](=O)[O-])cc1,0%,0.4%,16%,u,0%,0.6,61,9%,-11%,2.5%,
CC(Sc1nnc(COc2ccc(Cl)cc2)n1-c1ccccc1)C(=O)O (stereo unspecified),3%,0.0%,15%,1.4%,10%,0.4,53,11%,-7%,-0.1%,
Cc1cccn2c(=O)nc(SCC(=O)N3CCOCC3)nc12,x,x,19%,0.0%,x,-0.6,52,6%,-4%,0.6%[50 µM],
